Source: PubChem BioAssay
SMN2 splice up: qHTS Assay for Enhancers of SMN2 Splice Variant Expression | HEK293 SMN2-luciferase splicing reporter, luminescence, 30-36 h | hit rate 2.8% among 210,000 | Potency, µM (highest dose often 46.1 µM), for the others: at the highest dose activity change, positive = activation, hits mostly activators; also: % of control where 0% means no effect; nearly all actives have a fitted effect of over 55% in size
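HEK293 cells carry an SMN2 minigene-luciferase reporter in which exon 7 inclusion puts luciferase in frame. Cells were seeded at 2000 cells/well, attached for 10-12 hours, then exposed to compounds for 30-36 hours at 37C before ONE-Glo luminescence.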
KDM4E inh: qHTS Assay for Inhibitors of Human Jumonji Domain Containing 2E (JMJD2E) | Lysine-specific demethylase 4E (Homo sapiens), B2RXH2 | JMJD2E catalytic domain, FDH-coupled NADH fluorescence (FDH is formaldehyde dehydrogenase) | Potency, µM (titrated, usually from 57.1 µM), without a hit: at the highest dose activity change, negative = inhibition, most hits filed as inhibitors | hit rate 1.6% among 230,000; active = well fitted inhibition curve with a large enough effect, not every such curve was filed as active; inconclusive = small, poorly fitted or top-dose-only effect, or another doubt; inactive = no such curve, though single readings can be large or run the other way;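 also: 0% = wells with enzyme and -100% = buffer wells without enzyme; nearly all actives have a fitted effect of over 50% in size; many of its hits are not listed in these tables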
GAA glycogen: qHTS Assay for Inhibitors and Activators of Human alpha-Glucosidase Cleavage of Glycogen. Lysosomal alpha-glucosidase (Homo sapiens), P10253. recombinant GAA, glycogen substrate, Amplex Red glucose oxidase fluorescence. Potency, µM (highest dose often 76.4 µM), without a hit: top-dose activity change, negative = inhibition, most hits filed as inhibitors. hit rate 0.38% among 300,000. AID 2100, 2009;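 also: 0% = full enzyme reaction and -100% = no-enzyme basal signal; the screen sought inhibitors and activators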
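qHTS, 1536-well; enzyme 4 nM final; cpd up to 77 uM; substrate bovine liver glycogen 30 ug; 50 mM citrate/phosphate pH 5.0, 0.01% Tween-20; 37 C, 40 min; Amplex Red detection 45 min RT; Hill fit → AC50.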
ALDH1A1 inh: qHTS Assay for Inhibitors of Aldehyde Dehydrogenase 1 (ALDH1A1) | hit rate 7.3% among 220,000 | Aldehyde dehydrogenase 1A1 (Homo sapiens), P00352 | Potency, µM (titrated, usually from 75.3 µM), for the others: at the top dose activity, negative = inhibition, usual class: inhibitors | Purified ALDH1A1, NADH fluorescence, propionaldehyde substrate; active = well fitted inhibition curve with a large enough effect, not every such curve was filed as active; inconclusive = small, poorly fitted or top-dose-only effect, or another doubt; inactive = no such curve, though single readings can be large or run the other way;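 also: plate controls were no enzyme wells and a reference inhibitor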
Target sequence (P00352 whole entry, looked up): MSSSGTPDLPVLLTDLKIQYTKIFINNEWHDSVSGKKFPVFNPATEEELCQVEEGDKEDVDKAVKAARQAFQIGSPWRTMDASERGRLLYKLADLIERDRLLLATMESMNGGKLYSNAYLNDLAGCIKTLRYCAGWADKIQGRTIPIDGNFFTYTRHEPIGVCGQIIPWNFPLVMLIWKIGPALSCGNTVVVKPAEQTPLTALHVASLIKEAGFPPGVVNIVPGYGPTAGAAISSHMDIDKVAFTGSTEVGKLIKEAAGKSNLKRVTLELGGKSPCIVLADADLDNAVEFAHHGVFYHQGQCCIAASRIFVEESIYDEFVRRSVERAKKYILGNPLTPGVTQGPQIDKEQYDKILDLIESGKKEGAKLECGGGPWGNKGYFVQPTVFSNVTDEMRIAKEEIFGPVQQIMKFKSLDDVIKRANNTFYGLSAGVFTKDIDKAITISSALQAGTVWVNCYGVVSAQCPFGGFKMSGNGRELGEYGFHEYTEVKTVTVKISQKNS
aGlu spleen mod: qHTS Assay for Inhibitors and Activators of Human alpha-Glucosidase From Spleen Homogenate | Lysosomal alpha-glucosidase (Homo sapiens), P10253 | human spleen homogenate, 4-MU-alpha-glucoside fluorescence | Potency, µM (highest dose often 79.9 µM), without a hit: top-dose activity change, negative = inhibition, hits mostly inhibitors | hit rate 0.006% among 240,000 | AID 2112, 2009;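 also: 0% = enzyme with vehicle and -100% = no enzyme basal signal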
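Human spleen homogenate (1 ug) incubated with compounds and 1 mM 4-methylumbelliferyl-alpha-D-glucopyranoside in pH 5.0 citrate/phosphate buffer, 37 C, 40 min. Stopped at pH 10; 4-MU fluorescence (Ex 365/Em 440 nm); AC50 by Hill fit.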
GAA inhib: qHTS Assay for Inhibitors of Human alpha-Glucosidase as a Potential Chaperone Treatment of Pompe Disease; purified human GAA, 4-MU-alpha-glucoside fluorescence; hit rate 0.005% among 200,000; Lysosomal alpha-glucosidase (Homo sapiens), P10253; AID 1466, 2008; Potency, µM (highest dose often 76.9 µM), without a hit: top-dose activity change, negative = inhibition, most hits filed as inhibitors;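 also: plate controls were uninhibited enzyme wells for no effect and no-enzyme background for full effect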
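AC50 values come from Hill fits of compound titrations (up to 77 uM) against 4 nM human enzyme. Substrate 4-methylumbelliferyl-alpha-D-pyranoside at 400 uM, pH 5.0 citrate buffer, 20 min room temperature; fluorescence Ex 365/Em 440 after alkaline stop.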
GoLoco inh red: qHTS Assay for Inhibitors of RGS12 GoLoco Motif Activity (Red Fluorophore). Gai1:RGS12 GoLoco peptide FP, rhodamine, 10 min. hit rate 0.44% among 230,000. Potency, µM (top dose mostly 61.6 µM), for the others: at the highest dose activity, negative = inhibition, usual class: inhibitors. AID 880, 2007. Guanine nucleotide-binding protein G(i) subunit alpha-1 (Homo sapiens), P63096; active = well fitted inhibition curve with a large enough effect, not every such curve was filed as active; inactive = no such curve, though single readings can be large or run the other way; also: % is scaled to controls: 0 for no effect and ±100 for the full control effect; nearly all actives have a fitted effect of over 30% in size; many of its hits are not listed in these tables
Target sequence (P63096 whole entry, looked up): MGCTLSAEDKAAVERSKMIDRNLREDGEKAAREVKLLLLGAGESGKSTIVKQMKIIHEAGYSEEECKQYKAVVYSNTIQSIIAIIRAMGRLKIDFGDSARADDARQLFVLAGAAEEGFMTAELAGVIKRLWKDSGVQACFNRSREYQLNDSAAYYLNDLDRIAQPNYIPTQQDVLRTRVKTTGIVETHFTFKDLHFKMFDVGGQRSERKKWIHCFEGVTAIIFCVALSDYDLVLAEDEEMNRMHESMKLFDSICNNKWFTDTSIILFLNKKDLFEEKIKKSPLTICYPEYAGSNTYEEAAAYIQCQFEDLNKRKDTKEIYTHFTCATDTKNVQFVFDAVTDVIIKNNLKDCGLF
GLA spleen mod: qHTS Assay for Inhibitors and Activators of Human alpha-Galactosidase From Spleen Homogenate. Potency, µM (doses to about 80 µM), for the others: at the highest dose activity change, negative = inhibition, actives largely listed as inhibitors. Alpha-galactosidase A (Homo sapiens), P06280. human spleen homogenate, 4MU-alpha-Gal fluorescence, 40 min. hit rate 0.008% among 240,000;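 also: 0% = enzyme with vehicle and -100% = no enzyme basal signal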
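Inhibition or activation of alpha-galactosidase in human spleen homogenate is scored by 4-MU fluorescence after 40 min at 37C, pH 5.0, with 1 mM substrate. AC50s come from concentration-response fitted to the Hill equation.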
Starred values were filed as active, the others as inactive; ? = inconclusive; · = not tested or not shown; [ ] = remark or other dose. Unless noted, calls follow the shape of the dose curve; as a rule, active = well fitted curve in the direction sought with a large enough effect; inconclusive = small, poorly fitted or top-dose-only effect, or another doubt; inactive = no such curve, though single readings can be large; an effect the other way counts as inactive or inconclusive. Potency is read from the fitted curve at half-maximal effect.

SMILES | SMN2 splice up | KDM4E inh | GAA glycogen | ALDH1A1 inh | aGlu spleen mod | GAA inhib | GoLoco inh red | GLA spleen mod
COc1cccc(CN(C(=O)c2ccco2)C(C(=O)NC2CCCC2)c2cccnc2)c1 (stereo not given) | -14% | 8% | 3% | 0% | 0% | -4% | 5% | -3%
Cc1ccc(S(=O)(=O)N2CCC(=O)N(CCOCc3cccc(F)c3)CC2)cc1 | -18% | 1% | 4% | ? | 1% | -9% | 6% | 2%
O=S(=O)(NC1=NCCCCC1)c1ccc2ccccc2c1 | 5% | 8% | 4% | 1% | 3% | -3% | -4% | 0%
COc1ccc(CNC(=O)CN(C(=O)CCC(=O)Nc2ccccn2)c2cccc(C)c2)cc1 | · | 17% | -1% | 3% | -2% | 11% | -21% | -17%
C=CCc1cc(C)ccc1OCCCC(C(=O)OCC)C(=O)OCC | -1% | 3% | -2% | 3% | 2% | -7% | -11% | 3%
O=C(O)CSc1nnc(COc2cccc3cccnc23)n1-c1cccc(C(F)(F)F)c1 | 21% | ? | 3% | 2% | -1% | -4% | 8% | 2%
CCn1c(-c2cc(OC)c(OC)c(OC)c2)n[nH]c1=S | 23% | ? | 1% | -2% | -2% | -3% | 16% | 7%
CC1S/C(=N/N=C/c2ccco2)NC1=O (stereo not given) | 5% | -1% | -9% | 3% | 1% | -10% | -4% | 4%
CCCC1C2CN(C(C)C)CC=C2C(C#N)=C(N)C1(C#N)C#N (stereo not given) | -22% | ? | 24% | ? | 5% | ? | 2% | 23%
CC(=O)OCC(=O)[C@@]1(OC(C)=O)[C@H](C)C[C@H]2[C@@H]3C[C@H](F)C4=CC(=O)C=C[C@@]4(C)[C@]3(F)[C@H](O)C[C@@]21C | -18%[20.6 µM] | 9%[25.5 µM] | · | 28%[20.9 µM] | 4%[29.1 µM] | · | 9%[21.6 µM] | 3%[29.1 µM]
COC(=O)c1c(NC(=O)COC(=O)CNC(=O)c2ccco2)sc(C)c1C | 20% | -3% | -9% | ? | 3% | -8% | 0% | -3%
CCCn1nc(C(=O)NCCN2CCOCC2)c2ccccc2c1=O | -7% | 3% | -6% | 15% | 1% | -9% | -38% | 2%
S=C(c1ccc2c(c1)OCO2)N1CCCCCC1 | -15% | 0% | -1% | -12% | -3% | 1% | 3% | 0%
COc1ccc(C(=O)N2CCCCC2)cc1S(=O)(=O)Nc1ccccc1 | -17% | 2% | -7% | ? | 1% | 9% | 10% | ?
COc1ccc(N=Cc2cccc(C)c2O)cc1Cl | 7% | -7% | -14% | 4% | 4% | 0% | 1% | 7%
CC(C)=CCCC1=CCC(/C=N/NC(N)=O)C(C)C1 (stereo not given) | -36%[inhibitor] | 1% | 13% | ? | -1% | -1% | 1% | 1%
CCN(CC)S(=O)(=O)c1ccc(OC)c(NC(=O)CSc2cc(Cl)ccc2Cl)c1 | -22% | -11% | -1% | -2% | -5% | -12% | 19% | -8%
O=c1[nH]c2ccccc2nc1/C=C/c1ccccc1 | · | ? | -6% | ? | 2% | · | -7% | 21%
CC1(CC(=O)N/N=C/c2ccc(OCc3ccc(Cl)cc3Cl)cc2)OCCCO1 | ? | -26% | -3% | ? | 0% | ? | 20% | 12%
COc1ccc(OC)c2[nH]c(=O)c(CCNC(=O)c3cccs3)cc12 | 15% | 0% | 6% | ? | -2% | 3% | 8% | -3%
CCOC(=O)c1ccc(N2C(=O)C3C(/C=C/c4ccccc4)OC4(C(=O)c5ccccc5C4=O)C3C2=O)cc1 (stereo not given) | 0% | -4% | 0% | 7% | 0% | -6% | 4% | -18%
CCOC(=O)c1ccc(NC(=O)CSc2nc3sc(C(=O)O)c(C)c3c(=O)[nH]2)cc1 | -1% | -8% | 7% | 14µM* | 0% | 0% | 7% | 0%
CCN(CC)C(=O)C(C)N(C#N)c1nc(NC(C)C)nc(NC(C)C)n1 (stereo not given) | -15% | 5% | 5% | -1% | -25% | -5% | -23% | 10%
CC(C)Oc1cccc(C(=O)NC(=S)Nc2cccc(C(F)(F)F)c2)c1 | -13% | 3% | ? | 18µM* | -17% | -13% | 8% | -2%
O=C(CSc1ncn[nH]1)N1CCOCC1 | 8% | -10% | 1% | 15% | 11% | 9% | 12% | 8%

Part of the list above, with values under each structure:
Results follow in this order: SMN2 splice up	KDM4E inh	GAA glycogen	ALDH1A1 inh	aGlu spleen mod	GAA inhib	GoLoco inh red	GLA spleen mod
CCCn1nc(C(=O)NCCN2CCOCC2)c2ccccc2c1=O
  -7%	3%	-6%	15%	1%	-9%	-38%	2%
S=C(c1ccc2c(c1)OCO2)N1CCCCCC1
  -15%	0%	-1%	-12%	-3%	1%	3%	0%
CCN(CC)C(=O)C(C)N(C#N)c1nc(NC(C)C)nc(NC(C)C)n1 (stereo not given)
  -15%	5%	5%	-1%	-25%	-5%	-23%	10%

Additional entries
SMILES | SMN2 splice up | KDM4E inh | GAA glycogen | ALDH1A1 inh | aGlu spleen mod | GAA inhib | GoLoco inh red | GLA spleen mod
Fc1ccccc1-n1cc(-c2ccccc2)[nH]c1=S | 13% | -21% | ? | 14% | -3% | -5% | 8% | 0%
CC(C)CC1=NN2C(=N)/C(=C\c3coc4ccccc4c3=O)C(=O)N=C2S1 | -8% | ? | -5% | 11µM* | 1% | -1% | -10% | 14%
CC(C)c1cccc(C(C)C)c1NC(=O)Cn1c(=O)cnc2ccccc21 | -10% | ? | 0% | -7% | 7% | 6% | 5% | -9%
CC(C)(C)c1[nH]nc2c1C(Cc1ccccc1)C(C#N)=C(N)O2 (stereo not given) | -10% | -7% | -14% | -4% | -28% | 2% | 6% | 4%
COc1ccc(C(=O)NC(NC(=O)c2ccc(OC)cc2)c2ccccc2F)cc1 | 5% | 3% | -2% | -1% | 3% | 9% | 12% | 4%
CN(C)c1nc(N)nc(Cn2nnc(-c3ccc(C(F)(F)F)cc3)n2)n1 | -38%[inhibitor] | 1% | 0% | 6% | 2% | 1% | -6% | 0%
Oc1ccccc1C=NC(c1ccccc1)C(O)c1ccccc1 (stereo not given) | -2% | -10% | -4% | 17% | 1% | 2% | 14% | 10%
O=C(NCc1ccccc1)C(=O)NCC1OCCN1S(=O)(=O)c1ccc([N+](=O)[O-])cc1 (stereo not given) | -15% | -6% | 5% | -14% | 3% | -1% | 3% | 0%
Cc1ccc(NC(=S)N(Cc2cccs2)Cc2cc3cc(C)ccc3[nH]c2=O)cc1 | -9% | -5% | 5% | -4% | -2% | 1% | -12% | 2%
COC(=O)c1oc2ccccc2c1-n1cccc1 | 17% | 5% | -9% | ? | -15% | 2% | 5% | 2%
Cc1cc(CNC(=O)COc2ccc(C#N)cc2)c2ccccc2n1 | -53%[inhibitor] | 2% | 9% | 11% | -1% | ? | 8% | -2%
CCOc1ccc(-n2c(Cc3cc(=O)[nH]c(=O)[nH]3)nnc2SCC(=O)NC2CCCC2)cc1 | 22% | -1% | 8% | -4% | 0% | -2%[15.4 µM] | 7% | -2%
CCOC(=O)C(=CNCC(=O)OC)C(=O)OCC | -5% | -5% | 3% | 4% | 11% | 7% | -5% | 9%
CC1(c2ccc(Cl)cc2Cl)OCC(Cn2ccnc2)O1 (stereo not given) | -16% | -24% | 4% | ? | 0% | 5% | 3% | -4%
COc1ccc(N2CC(C(=O)OC(C)C(=O)c3ccccc3)CC2=O)cc1 (stereo not given) | · | 3% | -2% | -1% | 3% | ? | 10% | 8%
CS(=O)(=O)N1CCC2(CCCN(Cc3cc(C(F)(F)F)cc(C(F)(F)F)c3)C2)CC1 | -12% | · | · | -12% | -2% | · | 10% | -9%
CN1CCN(C(=O)/C(=C\c2ccc3c(c2)OCO3)NC(=O)c2cccs2)CC1 | -18% | -1% | 6% | -1% | 5% | 11% | -8% | -4%
O=C(NCCNC(=O)c1cc(OCC(F)(F)F)ccc1OCC(F)(F)F)Nc1ccc(OC(F)(F)F)cc1 | -28% | -1% | 2% | 8% | -16% | -22% | 8% | -3%
Oc1c(CN2CCc3ccccc3C2)cc(Cl)c2cccnc12 | -80%[inhibitor] | 22µM* | 13% | 1% | -2% | -12% | -9% | -3%
CCCNC(=O)c1ccc(CN2CCc3ccccc3C2)cc1 | -25% | -4% | 7% | -3% | 3% | -3% | 1% | 4%
Cc1c(C(=O)Nc2ccc(-c3nnc4n3CCCCC4)cc2)oc2c1ccc1ccccc12 | -11% | ? | -5% | -12% | -2% | 0% | -2% | 1%
Cc1nnc(Cl)c2nn(-c3ccccc3F)c(C)c12 | -20% | -2% | -3% | -3% | 0% | -2% | 85%[activator] | 2%
CCn1c(-c2cccnc2Cl)nc2cc(C)c(C)cc21 | -9% | -21% | -11% | -4% | -6% | 2% | 3% | 2%
Cc1ccc(C(C[N+](=O)[O-])n2nc(C)cc2C)cc1 (stereo not given) | ? | 0% | -10% | ? | 3% | -3% | -23% | 15%
Cc1ccc(S(=O)(=O)N2CCOC2CNC(=O)C(=O)NCCc2ccc(S(N)(=O)=O)cc2)cc1 (stereo not given) | · | 0% | 2% | · | -3% | · | 2% | -1%
NC1=NC[C@H](Cc2ccc(O)cc2)N1CCc1cccc(F)c1 | · | 3% | 0% | · | -1% | · | -2% | 0%
CCS(=O)(=O)NCC(c1ccco1)N1CCN(c2ccc(F)cc2)CC1 (stereo not given) | 16% | -5% | 3% | -4% | 0% | -11% | -2% | 1%

These rows are one share of the data, so the mix of outcomes need not match the whole.
